# Screening data as filed in PubChem BioAssay.
# p-CIP stab down: p/CIP protein destabilization | Q05BA5 | F442A p/CIP-EGFP cells, EGFP fluorescence, 16 h | decrease of EGFP signal, % at 10 µM | 290,000 compounds, 0.01% hits;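 active = EGFP signal decrease of at least 30% at 10 µM or well 3 SD below plate mean, unless failing retest; inactive = the rest, including hits failing retest or dose response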; note: some compounds called inactive have numbers as strong as hits; many of its hits are not listed in these tables
# HCV NS3 hel inh: inhibitors of Hepatitis C virus NS3 helicase; NS3 helicase DNA unwinding, Cy5 molecular beacon fluorescence; inhibition, % at 10.9 µM; 290,000 compounds, 0.56% hits; AID 1800;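 active = inhibition above the mean of all tested compounds plus 3 SD, set per campaign, cut at about 35% in these data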;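 note: 0% = DMSO wells and 100% = thioflavine S control wells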
#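 assay system = NS3 helicase fragment of HCV | buffer or medium = MOPS pH 6.5, MgCl2, DTT, Tween20, BSA | timing = 60 min unwinding reaction at 25 °C after ATP addition | signal = Cy5 beacon fluorescence read at start and 1 h | read-out basis = % inhibition of unwinding | control set = low DMSO, high thioflavine S at 110 µM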
# VIM-2 inhibitor: blocks Pseudomonas aeruginosa VIM-2 metallo-beta-lactamase | 290,000 compounds, 0.89% hits | inhibition, % at 5.6 µM | AID 1527 | purified VIM-2, nitrocefin hydrolysis, epi-absorbance fluorescence;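 active = inhibition above the mean of all tested compounds plus 3 SD, cutoff set per screening run, cut at about 7.5% in these data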;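 note: red hydrolysis product quenches plate fluorescence so inhibitors raise well fluorescence; 0% = enzyme with DMSO and 100% = DMSO without enzyme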
# SUMO HTRF inh: SUMOylation inhibition; P63279; 290,000 compounds, 0.36% hits; inhibition, % at 35 µM; HTRF SUMOylation assay, SAE1/SAE2 + UBC9, in vitro; AID 2006; in the data active = inhibition above about 50%, passing the limit was not always enough; inconclusive = no clear call, values can overlap the other calls; note: strong numbers were not always called active
# Target sequence (P63279 whole entry, looked up): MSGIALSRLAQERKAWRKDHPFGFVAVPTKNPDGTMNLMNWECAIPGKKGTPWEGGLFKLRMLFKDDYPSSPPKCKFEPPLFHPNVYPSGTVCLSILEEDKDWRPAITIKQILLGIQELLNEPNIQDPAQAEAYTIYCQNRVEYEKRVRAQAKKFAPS
# IMP-1 inh: inhibitors of Pseudomonas aeruginosa IMP-1 metallo-beta-lactamase; purified IMP-1, nitrocefin hydrolysis, epi-absorbance fluorescence; inhibition, % at 5.6 µM; 290,000 compounds, 0.45% hits;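 active = inhibition above the mean plus 3 SD of all compounds in the same screening run, cut at about 4.5% in these data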;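 note: 0% = IMP-1 with DMSO and 100% = DMSO wells lacking enzyme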
#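 System: purified IMP-1 / Input: IMP-1 dispensed at 0.2 nM / Medium: 50 mM HEPES pH 7.1, 50 µM ZnSO4, 0.05% Brij 35 / Timing: 15 min enzyme–compound preincubation, then 25 min nitrocefin reaction, 25 °C / Technique: plate fluorescence quenching by hydrolysis product, ex 480/em 530 nm / Repeats: singlicate testing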
# PHOSPHO1 block: blocks human PHOSPHO1 phosphatase activity | recombinant PHOSPHO1, absorbance phosphatase assay | inhibition, % at 13.3 µM | 290,000 compounds, 1.1% hits | AID 1565; in the data active = inhibition above about 60%
# Target sequence (Q8TCT1 whole entry, looked up): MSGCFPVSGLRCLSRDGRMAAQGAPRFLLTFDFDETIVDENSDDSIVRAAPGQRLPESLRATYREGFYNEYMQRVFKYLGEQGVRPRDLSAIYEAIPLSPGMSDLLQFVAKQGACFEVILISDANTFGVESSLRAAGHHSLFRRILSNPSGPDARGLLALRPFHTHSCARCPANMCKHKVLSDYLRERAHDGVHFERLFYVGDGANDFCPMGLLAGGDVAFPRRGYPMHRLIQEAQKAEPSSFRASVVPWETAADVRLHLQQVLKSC
# FID counter: displaces DNA intercalator in HCV helicase counter-screen; AID 1845; inhibition, % at 7.9 µM; 290,000 compounds, 0.17% hits; DNA fluorescent intercalator displacement, fluorescence; in the data active = inhibition above about 37%;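 note: 0% = vehicle and 100% = reference compound; higher means more ethidium bromide displaced from hairpin DNA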
# MEKK3 PB1 HTS: modulators (inhibitors or enhancers) of MEK5 binding to human MEKK3 PB1 domain. Q99759. bead-based flow cytometry, Alexa488-MEK5 binding to MEKK3; actives lie on both sides; 0 = blocked by unlabeled MEK5, 100 = vehicle. binding response (% of control), % at 10 µM. 290,000 compounds, 1.4% hits. AID 1529;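 active = binding response more than 3 SD above or below the average of its plate-row segment, actives on both sides; inconclusive = wells at one plate position flagged as instrument error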;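 note: Alexa488 bead fluorescence after subtracting the streptavidin-only scavenger bead signal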
# Target sequence (Q99759 whole entry, looked up, the tested form may be a part): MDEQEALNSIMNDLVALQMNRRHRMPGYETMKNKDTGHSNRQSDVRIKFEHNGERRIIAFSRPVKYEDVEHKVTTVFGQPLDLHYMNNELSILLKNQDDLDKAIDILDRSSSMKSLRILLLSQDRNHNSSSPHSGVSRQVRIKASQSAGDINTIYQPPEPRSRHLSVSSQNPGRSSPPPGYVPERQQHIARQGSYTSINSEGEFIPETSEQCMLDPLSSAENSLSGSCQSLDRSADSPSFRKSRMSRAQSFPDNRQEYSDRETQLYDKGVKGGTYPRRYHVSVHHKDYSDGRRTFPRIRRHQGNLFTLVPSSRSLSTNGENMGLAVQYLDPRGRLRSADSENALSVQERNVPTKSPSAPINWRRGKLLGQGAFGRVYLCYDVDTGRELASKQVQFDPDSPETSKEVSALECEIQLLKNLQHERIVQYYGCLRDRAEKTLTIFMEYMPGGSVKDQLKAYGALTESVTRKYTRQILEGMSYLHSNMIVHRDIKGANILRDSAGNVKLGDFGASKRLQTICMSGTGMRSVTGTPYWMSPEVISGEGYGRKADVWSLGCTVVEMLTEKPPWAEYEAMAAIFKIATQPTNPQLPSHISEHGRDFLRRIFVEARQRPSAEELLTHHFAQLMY
# IDE cell activ: IDE (human) activation, cell-based | HEK cells, FAbeta-B cleavage, fluorescence polarization; 0% vehicle, 100% cell-free pure enzyme wells | AID 493087 | activation, % at 5.96 µM | 340,000 compounds, 0.073% hits;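 active = activation above the mean of all tested compounds plus 3 SD, set per screening campaign, cut at about 17% in these data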
# Numbers without * were called inactive; ? = inconclusive; · = no result given.
SMILES,p-CIP stab down,HCV NS3 hel inh,VIM-2 inhibitor,SUMO HTRF inh,IMP-1 inh,PHOSPHO1 block,FID counter,MEKK3 PB1 HTS,IDE cell activ
c1csc(C2Nc3cccc4cccc(c34)N2)c1,-3.6,0.5,1.8,30.8,0.7,7.4,4.4,99.0,4.5
CCc1nn(CCCC(=O)N2CCC(C)CC2)c(=O)c2cc3occc3n12,-3.2,2.5,1.0,12.0,-0.6,10.0,-44.7,100.0,-1.3
CN(C)C(=S)NC(=O)C(c1ccccc1)c1ccccc1,-10.5,-0.9,-1.1,27.2,0.2,-6.1,-1.5,100.0,3.7
CN(Cc1nc2ccccc2n1C)S(C)(=O)=O,-7.2,3.8,-0.6,12.9,-5.4,-7.9,9.8,?,-0.5
O=C(c1ccc(Cl)cc1)C1CCN(C(=O)NC2CCCCC2)CC1,8.6,0.3,-2.9,-5.2,-2.9,3.5,-30.3,100.0,-4.4
CC(C)(C)NC(=O)COC(=O)c1ccc(S(=O)(=O)N2CCCCCC2)cc1,-10.1,-2.8,-3.2,14.7,-0.1,12.6,-7.7,103.0,0.5
Cc1ccc(Cn2nc(C)c(NC(=O)CSc3nc4c(c(C(F)(F)F)n3)CCc3ccccc3-4)c2C)cc1,-2.6,2.2,-2.8,12.7,-3.7,3.5,0.0,98.0,1.2
CN(C)CCCNC(NC(=O)c1cccs1)C(Cl)(Cl)Cl (stereo unspecified),0.9,0.8,1.0,-12.1,-0.7,5.8,12.8,97.0,7.0
Cn1cccc1/C=C1\SC(=S)N(NC(=O)c2ccccc2O)C1=O,-9.8,0.0,-5.3,-12.5,-4.6,-8.5,12.9,101.0,-10.5
O=C(NC1CC1)C1=C[C@H](c2c[nH]c3ccccc23)C[C@H](OCCCCO)O1,-10.6,·,·,13.3,·,43.6,·,95.0,6.9
O=C(COC(=O)c1cc([N+](=O)[O-])ccc1NCc1ccccc1)NCc1ccccc1Cl,-3.6,11.0,-2.7,-5.2,-3.2,-42.7,-4.3,99.0,3.2
COc1cccc(CNC(=O)c2ccncc2)c1,-5.9,-3.4,-0.8,-7.5,0.7,19.8,-2.9,91.0,4.0
COc1cccc(C(=O)O/N=C(\N)c2ccc(C)cc2)c1,-1.9,-10.2,-0.1,-13.8,-1.0,35.1,-9.6,106.0,2.9
O=C1c2ccccc2C(Nc2ccc(Cl)cn2)N1c1ccccn1 (stereo unspecified),-3.2,6.6,-3.9,-17.1,-4.0,-2.3,-13.6,92.0,7.2
O=C(Cc1ccc(Cl)cc1)c1c[nH]c(C(=O)NCc2cccnc2)c1,2.3,5.7,1.4,30.2,-0.8,16.3,-7.9,92.0,-7.2
COc1ccc(CN2CCCCC2C)cc1C (stereo unspecified),-17.4,2.9,-1.5,20.8,-2.4,-55.6,0.7,104.0,1.3
O=C(CSc1nc2ncc(Cl)cc2[nH]1)Nc1ccccc1-c1ccccc1,1.2,-6.2,-4.6,-14.1,-1.9,15.9,-22.1,102.0,6.3
CCc1ccc(NC(=O)C2CC(=O)N=C(N)S2)cc1 (stereo unspecified),-1.5,-9.9,-0.1,2.8,-3.7,24.2,2.1,99.0,-2.0
COc1cccc(NC(=O)[C@H](C)NC(=O)N2CCn3c2nc2ccccc23)c1,8.2,-6.3,-5.3,5.4,-1.7,64.9*,-25.0,105.0,4.9
CCOC(=O)c1ccc(NC(=O)NCc2ccccc2)cc1,-6.5,-6.6,-1.2,31.1,0.2,4.1,-12.7,95.0,4.7
N#CC1=C(N)C(C#N)(C#N)[C@H](c2ccncc2)[C@H]2CC3(CC=C12)OCCO3,-5.8,0.8,-3.6,1.3,-3.3,7.2,1.7,92.0,3.5
O=C1c2ccccc2OC2(C=Cc3ccccc3O2)N1Cc1ccccc1 (stereo unspecified),2.4,-0.9,-0.9,-5.3,-2.2,17.1,-8.8,·,-4.7
Cc1ccc(S(=O)(=O)N[C@H](C(=O)NCC2CCC(C(=O)O)CC2)C(C)C)cc1 (stereo partly specified),-11.0,9.5,-1.7,18.0,-2.2,38.1,-1.6,108.0,-2.3
CCOC(=O)c1c(C)n(C)c2ccc(OC(=O)c3ccc(N4C(=O)CCC4=O)cc3)cc12,-0.9,-8.8,-0.5,-4.5,-3.1,-16.2,-39.5,101.0,-5.8
CC1=C(C(=O)N2CCCC(N3CCN(c4ccccc4C)CC3)C2)OCCO1 (stereo unspecified),-9.4,0.5,-0.8,-0.2,-1.7,11.9,-15.5,99.0,3.5
CCc1ccc2c(c1)C1(C(=O)N2)N2CCCC2C(C(=O)c2ccc3ccccc3c2)C12C(=O)Nc1ccccc12 (stereo unspecified),-0.2,-12.7,-0.5,-16.3,-3.7,6.6,-2.0,97.0,2.3
CCN(CC)c1ccc(N2C(=O)/C(=C/c3cccs3)SC2=S)cc1,-26.7,1.5,-1.6,37.6,-3.2,-6.6,-3.0,103.0,0.9
C[C@@H](NC(=O)[C@@H]1Cc2ccccc2CN1)C(=O)NCC1CCCO1 (stereo partly specified),-6.2,-1.0,0.4,14.2,-2.2,17.4,-6.0,104.0,0.9
CC(C)(C)C(=O)Nc1ccccc1C(=O)OCC(=O)c1ccc2c(c1)OCCO2,-10.3,-5.2,0.1,-2.0,-0.7,-1.8,5.0,101.0,0.4
Cc1nn(C(C)C(=O)NCCCc2ccccc2)c(=O)c2cc3occc3n12 (stereo unspecified),-16.5,1.7,-5.8,26.4,-2.0,-11.1,-19.6,93.0,-4.2
Cc1ccccc1-c1nnn(CC(=O)Nc2cccc(S(N)(=O)=O)c2)n1,6.5,-9.6,-2.2,-4.8,-3.5,19.9,-3.0,100.0,2.4
CC(=O)Nc1ccc(S(=O)(=O)Nc2ccc3[nH]c(=O)[nH]c3c2)cc1,-18.7,2.9,-0.4,1.9,-0.8,2.2,-0.8,102.0,-2.3
COc1ccc([N+](=O)[O-])cc1NC(=S)NC(NC(=O)Cc1ccc(OC)c(OC)c1)C(Cl)(Cl)Cl (stereo unspecified),-5.1,0.3,-2.9,10.6,-1.5,16.9,-0.8,104.0,-0.8
COC(=O)c1c(NC(=O)CC2SC(N)=NC2=O)sc2c1CCCC2 (stereo unspecified),1.0,4.7,0.9,-8.8,-1.9,20.8,-24.6,101.0,3.1
O=[N+]([O-])c1cc(Br)c(Nc2ccccc2)c([N+](=O)[O-])c1,-17.8,-5.9,6.5,27.8,-2.9,10.6,5.0,108.0,3.8
C=CCn1c(SCC(=O)c2c(N)n(CCC)c(=O)n(C)c2=O)nc2sc(CC)cc2c1=O,-15.8,-3.2,-2.3,41.0,-4.0,-4.4,-4.5,98.0,-2.7
O=C(c1ccc(N2CCN(C(=O)c3cccc(F)c3)CC2)cc1)c1cccc(F)c1,-16.0,-2.5,1.1,14.6,-2.2,9.6,-41.2,101.0,-6.6
CCCCc1cc(=O)oc2cc(O)ccc12,10.3,-1.8,-0.8,29.0,-2.7,12.6,-3.0,106.0,0.7
CC(=O)Nc1ccc(-c2sc(Nc3ccccc3)n[n+]2C)cc1,0.4,-3.0,-2.8,9.9,-3.1,25.4,-14.7,100.0,5.0
Cc1cccc(C)c1NC(=O)COC(=O)C1Cc2ccccc2CN1C(=O)c1ccccc1 (stereo unspecified),-2.3,9.7,-2.3,-5.6,1.3,0.0,-39.7,98.0,-7.4
Cc1cccn2c(=O)c3cc(C(=O)NCc4cccnc4)c(=N)n(C(C)C)c3nc12,2.2,-0.3,20.5*,16.0,-1.1,31.2,-2.4,99.0,4.3
COC(=O)c1ccc(COC(=O)c2ccc(CO)cc2)o1,-0.2,-15.0,-4.4,-3.5,-2.8,12.3,-5.5,96.0,0.6
COCCCNC(=S)Nc1ccc(OC(F)F)cc1C,-15.9,10.1,-0.8,2.1,-1.0,34.2,-1.0,103.0,-0.5
COCCNC(=S)N/N=C/c1ccc([N+](=O)[O-])cc1,-3.0,-5.9,-0.3,20.3,-2.4,12.3,-1.1,90.0,9.0
COc1cccc(/C=N/NC(=O)c2[nH]c(C)c(C(=O)N/N=C/c3cccc(OC)c3)c2C)c1,-6.8,-5.3,-4.2,16.0,-2.3,-35.4,-13.8,91.0,-4.7
O=C(C1COc2ccccc2O1)N1CCN(c2ccc(F)cc2)CC1 (stereo unspecified),-2.2,-10.0,-1.6,-20.2,-3.8,7.2,-18.3,86.0,3.3
C=CCC1(CC=C)CCCN1C(=O)C1CCC(=O)N(CCc2ccc(Cl)cc2)C1 (stereo unspecified),-6.7,-5.4,-2.4,-1.0,-1.8,31.5,-58.0,100.0,-6.9
CCOC(=O)NC(=O)CSc1nc2ccccc2[nH]1,-3.3,-9.2,-1.9,-7.4,-1.3,29.5,-4.2,99.0,-1.4
Cc1cccc(-c2nnc(SCC#N)n2C)c1,-11.3,-10.4,-0.3,17.1,-2.9,19.0,-1.3,105.0,0.8
S=C1N(c2ccccc2)C(c2cccc3ccccc23)N2CCCN12 (stereo unspecified),-15.8,-13.4,-3.6,-4.1,-2.5,20.4,-4.7,102.0,0.1
# Next structures.
SMILES,p-CIP stab down,HCV NS3 hel inh,VIM-2 inhibitor,SUMO HTRF inh,IMP-1 inh,PHOSPHO1 block,FID counter,MEKK3 PB1 HTS,IDE cell activ
CN(C)c1nnnn1Cc1ccc(Cl)cc1Cl,6.8,-9.6,-1.9,-0.4,-1.6,40.5,-9.7,101.0,4.1
COc1ccc(NC(=S)NCc2cccn2C)cc1,1.5,8.9,-5.2,6.9,-2.9,20.0,-2.9,108.0,5.3
Cn1c(O)c(/C=C2\C=NN=C2c2ccccc2)sc1=S,7.1,5.8,-1.7,9.6,0.4,20.3,-0.8,98.0,-5.1
Cc1cc(C)nc(SCC(=O)Nc2ccc(S(=O)(=O)Nc3onc(C)c3C)cc2)n1,1.9,-1.0,0.3,-2.6,-4.9,-4.5,-7.7,107.0,3.5
CCOc1ccc(CNC(=O)c2ccc3nc(N4CCOCC4)sc3c2)cc1,-13.4,12.9,-2.1,3.9,-4.2,4.7,-43.6,100.0,4.8
COC(=O)Cn1c(CN2CCN(C(=O)c3ccco3)CC2)nc2c1c(=O)n(C)c(=O)n2C,9.0,19.3,3.9,1.8,1.0,23.5,-17.9,94.0,3.6

# Ordered by count of non-hydrogen atoms (lowest first): part of the list above
SMILES,p-CIP stab down,HCV NS3 hel inh,VIM-2 inhibitor,SUMO HTRF inh,IMP-1 inh,PHOSPHO1 block,FID counter,MEKK3 PB1 HTS,IDE cell activ
CN(C)c1nnnn1Cc1ccc(Cl)cc1Cl,6.8,-9.6,-1.9,-0.4,-1.6,40.5,-9.7,101.0,4.1
Cn1c(O)c(/C=C2\C=NN=C2c2ccccc2)sc1=S,7.1,5.8,-1.7,9.6,0.4,20.3,-0.8,98.0,-5.1
S=C1N(c2ccccc2)C(c2cccc3ccccc23)N2CCCN12 (stereo unspecified),-15.8,-13.4,-3.6,-4.1,-2.5,20.4,-4.7,102.0,0.1
Cc1cc(C)nc(SCC(=O)Nc2ccc(S(=O)(=O)Nc3onc(C)c3C)cc2)n1,1.9,-1.0,0.3,-2.6,-4.9,-4.5,-7.7,107.0,3.5

# The list is partial; rates above refer to the full screens.
